Assay outcomes: PubChem, several laboratories
EBNA-1 inh: blocks EBNA-1 binding to DNA; EBNA-1 DNA binding, fluorescence polarization; inhibition, % at 14.8 µM; 0.34% of 300,000 active; AID 1950; in the data active = inhibition above about 28%
HCV core dimer: HCV core protein dimerization inhibition; AID 1899; TR-FRET GST/Flag-core106 dimerization, 1536-well; 0.33% of 300,000 active; inhibition, % at 5 µM;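 active = inhibition above the mean of all tested compounds plus 3 SD, set per screening campaign, cut at about 45% in these data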
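Material: Tagged HCV core106 pair (GST and Flag) | Amount: GST-core106 13.5 nM, Flag-core106 17 nM | Medium: KF-containing HEPES buffer, pH 7.45, DTT, CHAPS, BSA | Reagent: Eu donor and XL665 acceptor anti-tag antibodies | Schedule: 4 h at 22.5 °C | Technique: Time-resolved FRET, ex 340 nm, em 617 and 671 nm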
PP5 primary: blocks human protein phosphatase 5 activity | P53041 | AID 1987 | inhibition, % at 6.7 µM | purified PP5c, OMFP substrate fluorescence | 0.18% of 320,000 active;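 active = inhibition above the campaign's mean inhibition across all tested compounds plus 3 SD, cut at about 9.5% in these data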;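 also: 0% = DMSO only and 100% = 100 µM cantharidin control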
TPT1 inhibitor: inhibitors of Candida albicans tRNA 2'-phosphotransferase TPT1; recombinant caTPT1, FP RNA substrate dephosphorylation; 0.81% of 300,000 active; inhibition, % at 5 µM;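 active = inhibition above the mean of all tested compounds plus 3 SD, set per screening campaign, cut at about 24% in these data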;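 also: plate controls were DMSO alone for no effect and ferristatin control at 100 nM for full effect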
ZTA counter: counter-screen for EBNA-1 inhibitors: inhibitors of Epstein-Barr virus ZTA | P03206 | ZTA-DNA binding, fluorescence polarization | inhibition, % at 11 µM | 0.15% of 320,000 active | AID 2234; in the data active = inhibition above about 33%
PREPL inhibitor: human PREPL enzyme inhibition; Q4J6C6; inhibition, % at 5.96 µM; recombinant PREPL, fluorescence polarization activity-based probe; 0.68% of 320,000 active; AID 2751; in the data active = inhibition above about 43%;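 also: 0% = enzyme with DMSO and 100% = wells lacking enzyme; many of its hits are not listed in these tables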
Efflux pump inh: blocks antifungal efflux pumps in multiplex yeast assay | AID 485275 | S. cerevisiae Candida pump triplex, Nile Red efflux | 0.44% of 330,000 active | inhibition, % at 10 µM;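 active = plate passing quality check with inhibition over a set limit, or well fluorescence over plate mean plus 4 SD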;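 also: Nile Red retained in pooled yeast measured as flow cytometry median fluorescence; 0% = buffer negative control and 100% = Enniatin B positive control; higher means more Nile Red kept so more efflux inhibition; some compounds called inactive have numbers as strong as hits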
Fh CTSL1 inh: blocks F. hepatica cathepsin L1 in PFM18AAP counter-screen; recombinant F. hepatica cathepsin L1, Z-Leu-Arg-MCA fluorescence; inhibition, % at 5.96 µM; 0.49% of 300,000 active;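 active = inhibition above the mean of all tested compounds plus 3 SD, set per screening campaign, cut at about 17% in these data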;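 also: 0% = plate median of test compound wells and 100% = 1 µM Z-Phe-Ala-diazomethylketone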
PP1 counter: counter-screen for PP5 inhibitors: inhibitors of human PP1-alpha. inhibition, % at 6.7 µM. 0.9% of 320,000 active. purified PP1alpha, OMFP fluorescence. P62136;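 active = inhibition above the mean inhibition of all tested compounds plus 3 SD, computed separately for each screening campaign, cut at about 15% in these data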
Active calls of the source: *; . = not tested or not shown. The list is partial (hit frequency here may not be typical).

Value order: EBNA-1 inh	HCV core dimer	PP5 primary	TPT1 inhibitor	ZTA counter	PREPL inhibitor	Efflux pump inh	Fh CTSL1 inh	PP1 counter
- C=CCOc1cccc(/C=C/c2nc3ccccc3c(=O)[nH]2)c1
 : -3.4	7.8	1.7	-0.3	4.2	-12.2	0.1	-5.2	6.1
- O=C(Nc1ccc(Cl)cc1)N1CCCN(Cc2ccccc2F)C1
 : 9.6	-2.9	0.6	0.4	26.1	6.9	0.1	-4.0	-1.0
- [O-][n+]1c2ccccc2c2n1CCN=C2c1ccc(Cl)cc1
 : 0.2	7.4	2.9	0.9	2.1	11.5	-0.1	2.9	-2.7
- Cc1cc(-c2nn(-c3ccccc3F)cc2CNCCc2cnc[nH]2)c(C)s1
 : 3.3	-2.4	0.1	-1.5	8.4	-34.2	0.1	-5.8	1.9
- CS(=O)(=O)Nc1ccc(C(=O)N2CCc3ccccc3C2)cc1
 : -5.8	0.1	0.9	-3.8	-3.3	10.8	-0.2	4.0	-4.0
- O=C(Cn1c2ccccc2c(=O)c2ccccc21)Nc1cccc(F)c1
 : 12.6	7.3	1.3	2.5	1.0	-12.4	-0.4	3.7	5.2
- Cn1c(O)c(N=NC(=O)CNC(=O)c2ccccc2)c2ccccc21
 : 1.6	-13.6	-0.3	-3.9	1.8	11.8	-0.1	6.9	-1.1
- O=C(Cc1c(F)cccc1Cl)Nc1ccccc1C(=O)N1CCCCC1
 : 4.4	0.8	-0.6	-1.8	-5.8	0.3	-0.1	-0.3	-3.6
- C=CCN(Cc1nc(-c2ccccc2)no1)C(=O)c1ccc2c(c1)OCO2
 : 2.6	-0.5	-0.3	1.0	8.8	-27.5	0.0	-1.4	-0.8
- CCCS(=O)(=O)N1CCCC(C(=O)Nc2ccc3c(c2)CCC3)C1 (stereo not given)
 : -1.2	-1.4	-1.5	2.3	1.0	4.4	0.0	0.2	1.7
- O=C(Nc1cc(S(=O)(=O)N2CCOCC2)ccc1N1CCCCC1)c1cc(-c2ccccn2)nc2ccccc12
 : 0.3	18.0	0.5	-5.8	0.3	7.0	0.3	3.6	-1.2
- COc1ccc(-n2c(=O)c3c4c(sc3n(CC(=O)NCc3ccco3)c2=O)CCC4)c(OC)c1
 : -3.9	0.0	0.9	-0.5	5.0	-5.1	0.1	-8.6	-7.5
- CCn1c(/C=C/c2c(C)n(CC)c3ccccc23)nc2ccccc2c1=O
 : 0.4	1.4	3.2	-3.4	1.9	1.1	-0.1	-3.5	-2.1
- O=C(Nc1cccc(N2C(=O)C3CCCCC3C2=O)c1)c1ccccc1 (stereo not given)
 : 14.8	0.2	-1.4	-1.7	-7.0	-8.0	0.1	-1.4	0.8
- CSCCC(=O)N1CCN(CC(=O)N2CCCC2)CC1
 : 0.5	3.5	2.4	-3.7	-4.8	-11.5	0.0	-0.9	11.6

Given with tabs: part of the list above
Compound	EBNA-1 inh	HCV core dimer	PP5 primary	TPT1 inhibitor	ZTA counter	PREPL inhibitor	Efflux pump inh	Fh CTSL1 inh	PP1 counter
C=CCN(Cc1nc(-c2ccccc2)no1)C(=O)c1ccc2c(c1)OCO2	2.6	-0.5	-0.3	1.0	8.8	-27.5	0.0	-1.4	-0.8
CCCS(=O)(=O)N1CCCC(C(=O)Nc2ccc3c(c2)CCC3)C1 (stereo not given)	-1.2	-1.4	-1.5	2.3	1.0	4.4	0.0	0.2	1.7
O=C(Nc1cc(S(=O)(=O)N2CCOCC2)ccc1N1CCCCC1)c1cc(-c2ccccn2)nc2ccccc12	0.3	18.0	0.5	-5.8	0.3	7.0	0.3	3.6	-1.2
COc1ccc(-n2c(=O)c3c4c(sc3n(CC(=O)NCc3ccco3)c2=O)CCC4)c(OC)c1	-3.9	0.0	0.9	-0.5	5.0	-5.1	0.1	-8.6	-7.5

Later entries:
Value order: EBNA-1 inh	HCV core dimer	PP5 primary	TPT1 inhibitor	ZTA counter	PREPL inhibitor	Efflux pump inh	Fh CTSL1 inh	PP1 counter
- C1CCCCCC(=NNc2nn[nH]n2)CCCCC1
 : 1.0	-2.8	-0.6	0.5	-6.1	-7.5	0.2	0.0	-4.0
- O=S(=O)(c1ccc(Cl)cc1)N1CCN(c2ncccn2)CC1
 : 3.5	13.0	-1.3	-2.9	13.0	-26.9	-0.1	2.5	-2.0
- CC(=O)Nc1ccc(S(=O)(=O)NCC(=O)N2CCN(S(=O)(=O)c3cccs3)CC2)cc1
 : .	.	3.5	.	-0.6	9.9	0.4	.	-2.2
- COc1ccc(CCNC(=O)CCCOc2ccc(C)cc2)cc1OC
 : 7.8	1.7	3.0	-0.4	12.5	2.0	0.0	-1.7	-0.3
- CCn1c(=O)c(C(C)=O)c(O)c2ccccc21
 : -3.7	7.6	-5.0	2.5	-15.2	6.5	0.0	-2.2	5.4
- Cc1csc(NC(=O)CSCc2c(C)noc2C)n1
 : -1.9	-0.3	0.7	1.0	-2.7	5.7	-0.1	4.6	-1.9
- COCCNC(=O)CN(C(=O)Cn1nnc2ccccc21)c1cccc(C)c1C
 : 6.1	9.8	0.7	-3.4	-10.0	-8.8	-0.1	-4.0	-4.1
- CC(C)c1ccccc1OCC(=O)NC1CCCc2ccccc21 (stereo not given)
 : 0.8	-6.5	4.8	-3.9	-7.1	7.1	-0.2	-1.8	2.1
- Cc1nc2cc(NC(=O)N3CC4(C)CC3CC(C)(C)C4)ccc2n1C (stereo not given)
 : 8.2	2.2	0.8	-2.7	0.5	5.9	-0.1	0.8	5.5
- O=S(=O)(NCC(c1ccco1)N1CCc2ccccc2C1)c1ccc(Br)cc1 (stereo not given)
 : -4.6	0.0	3.0	-1.2	-16.6	-20.9	-0.1	-6.2	4.8
- Cc1cc(C)c2cc(CNC3CCCC3)c(Cl)nc2c1
 : 5.8	5.9	-0.1	-1.2	1.0	-6.2	0.0	-0.3	-1.4
- Cc1ccc(NP(=O)(Nc2ccc(C)cc2)Nc2ccc(C)cc2)cc1
 : -0.6	3.5	1.4	1.5	-12.6	2.8	0.1	-0.5	0.6
- CN(C)CCOc1ccc(C(C)(C)c2ccccc2)cc1
 : -0.3	0.9	0.2	-1.5	6.5	-14.3	-0.1	0.8	-1.0
- O=C(NCCN1CCCCC1)Nc1ccccc1Cl
 : -10.0	2.9	0.2	1.7	-18.4	8.6	0.0	2.0	-1.7
- COc1ccc(S(=O)(=O)n2c(C)nc3ccccc32)cc1C
 : 4.0	-6.6	0.8	0.3	-17.8	0.3	0.0	-4.9	-0.2
- CC(C)(O)CC[C@@H](O)[C@](C)(O)C1CC[C@@]2(O)C3=CC(=O)[C@]4(O)C[C@@H](O)[C@@H](O)C[C@]4(C)C3CC[C@]12C (stereo not given in full)
 : .	.	2.6	.	-6.5	24.0	0.1	.	-1.0
- CCOc1ccc(S(=O)(=O)N(C)CC(=O)NC2CC2)cc1
 : 9.2	6.3	-0.9	-2.5	-1.5	8.9	-0.1	-1.2	-1.6
- O=C(C/C=N\OCc1ccc([N+](=O)[O-])cc1)Nc1ccccc1
 : -15.1	1.7	4.0	4.9	3.4	9.1	0.1	-2.2	0.7
- NC(=O)c1ccc(-n2nnnc2SCC(=O)Nc2ccc(N3CCOCC3)c(Cl)c2)cc1
 : 4.3	-2.4	3.1	-4.7	7.7	0.0	0.0	0.9	-1.4
- Cc1cc(CC(C)C)n(-c2nc3ccccc3c(=O)n2OCc2ccccc2)n1
 : 9.0	-2.3	-0.4	-1.9	7.7	-6.9	0.0	2.3	4.2
- COc1ccc(CCNC(=O)c2cc(-c3ccccn3)nc3ccccc23)cc1
 : .	.	2.5	.	-7.6	0.0	0.0	.	-1.5
- COC(=O)NC(NS(=O)(=O)c1ccccc1)(C(=O)OC)C(F)(F)F (stereo not given)
 : -2.7	6.0	-2.3	-2.5	1.2	1.1	-0.1	2.5	-4.9
- CC(C)(C)SCCNC(=O)Nc1ccccc1
 : 10.8	-6.0	3.3	-3.0	6.6	-2.9	-0.2	-3.2	-2.1
- COC(=O)CSc1nnc(C)n1-c1ccc(C)cc1
 : 0.0	-4.0	-1.6	-5.0	8.4	1.3	0.0	1.6	1.8
- O=C(CSc1ncnc2sc(-c3ccccc3)cc12)NC1CCS(=O)(=O)C1 (stereo not given)
 : 4.6	-6.4	2.2	-2.4	-5.9	3.2	-0.1	-0.6	1.5
- O=C(Nc1ccccc1N1CCOCC1)c1cnccn1
 : 7.6	0.9	-0.2	1.8	13.8	3.6	0.1	0.3	-0.1
- CC(C)(C)c1nc(SCC(=O)NNC(=O)c2ccccc2)c2ccccc2n1
 : -12.3	10.1	3.4	0.4	-3.4	-3.0	-0.4	-7.4	1.6
- Cc1cccc(C#N)c1NC1=CC(=O)CC(C)(C)C1
 : 3.6	-7.1	-0.7	-3.4	12.7	-0.9	0.1	-1.8	-0.8
- CC1(OCON)CCCc2ccccc21 (stereo not given)
 : -3.6	-4.8	-1.3	1.2	-0.4	9.2	0.2	0.2	-0.8
- Cc1ccccc1N/C(=N/S(=O)(=O)c1cc(F)ccc1F)c1ccccc1
 : -5.2	-19.4	4.2	-2.9	-16.1	9.3	-0.7	1.3	1.5
- Cc1ccc(CCNC(=O)CC2Oc3ccc(C)cc3NC2=O)cc1 (stereo not given)
 : 16.4	2.7	0.3	1.0	0.5	-16.3	-0.2	1.6	-5.5
- O=C(Nc1ccc(F)cc1)Nc1ccc(NC(=O)c2ccccc2O)cc1
 : 12.9	-0.8	2.1	-0.3	9.8	6.4	-0.1	0.3	-1.8
- Cc1cnc(NC(=O)CC(C)c2ccccc2)s1 (stereo not given)
 : 3.6	-0.1	-1.2	3.3	6.2	-6.0	0.1	1.6	-0.1
- O=S(=O)(NC1CCCC1)c1ccccc1Cl
 : 6.1	-0.1	-1.5	-2.7	3.7	-7.7	-0.1	-0.6	-4.4
- Cc1cc(C(=O)N2CC=C(c3ccccc3)CC2)c2ccccc2n1
 : -4.1	4.8	-1.7	1.1	1.8	-10.4	0.2	4.0	-1.8
- O=C(CSCCO)Nc1ccc([N+](=O)[O-])cc1
 : -7.1	-3.1	3.2	-2.3	-12.4	-14.2	-0.1	-1.2	-2.6
- Nc1nc2ccc([N+](=O)[O-])cc2[nH]1
 : 5.8	-0.7	-1.7	-7.1	9.6	12.1	-0.1	2.3	-0.8
- Cc1c(Cl)cccc1NC(=O)CCCCCN1C(=O)CCC1=O
 : -3.7	-3.8	1.2	2.1	3.7	14.1	0.1	0.9	-3.2
- Cc1cc(C)nc(SCC(=O)OCC(=O)Nc2nc3ccccc3s2)n1
 : 0.1	1.1	2.0	0.8	4.1	18.3	0.2	2.0	0.7
- CN(c1cc(=O)n2ccccc2n1)C1CCCCC1
 : -7.0	-3.5	2.2	-1.1	-9.5	-1.9	0.1	0.6	0.0
- NC1=NCC(O)=C1c1nc2ccccc2[nH]1
 : 5.0	-4.0	-0.1	-0.5	-12.1	8.8	0.0	-0.2	-2.9
- O=C(NC1CC1)C1=C[C@H](c2ccc(C(F)(F)F)cc2)C[C@H](OCc2ccc(CO)cc2)O1
 : 3.5	8.1	0.4	-4.6	4.2	15.8	0.1	-0.5	-0.2
- CN(C)c1nc(Cl)nc(N(C#N)CCOc2ccccc2)n1
 : -11.3	0.8	-1.4	-2.5	-1.6	-6.2	0.0	0.2	4.7
- Cc1c(C)c(C)c(S(=O)(=O)NCCc2ccncc2)c(C)c1C
 : -3.1	-1.4	2.1	3.4	1.9	-5.0	0.1	1.2	-3.7
- Cc1c(NC(=S)N2CCN(c3ccc(F)cc3)CC2)c(=O)n(-c2ccccc2)n1C
 : -15.8	-2.6	-2.7	0.7	-3.1	15.5	0.0	-0.9	-5.5
- CCc1cccc(NC(=O)c2snc3c(=O)[nH]cnc23)c1
 : -5.1	2.2	0.9	-2.1	-5.2	-0.3	0.1	5.4	1.5
- O=C(CSc1nnc(C2CC2)n1-c1ccccc1)N1CCNC1=O
 : .	.	0.0	.	1.9	7.3	-0.1	.	-4.1
